MrgX1 agonist – human MrgX1 receptor agonism, primary screen; AID 588627; actives 0.44% (n = 310,000); B-score at 10 µM; Q96LB2; MrgX1-HEK293 cells, Fluo-4 calcium fluorescence, agonist mode; active compounds read high;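 active means calcium response B-score plate-corrected fluorescence ratio at least 3 library SD, with starting fluorescence B-score inside 5 SD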
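times = overnight plating, then 30 min 37 °C plus 30 min room-temperature dye loading | assay system = stable human MrgX1 HEK293 cell line | input = fifteen thousand cells per well | signal = kinetic calcium dye fluorescence, Fluo-4 NW | dosing = compound delivered in addition one of three | read-out = B-scored fluorescence response ratio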
TRPC4 PAM – allosteric potentiators of mouse TRPC4 channel; HEK293 TRPC4beta/mu-opioid, DAMGO EC20, Fluo-4 Ca2+ flux; active compounds read high; B-score at 10 µM; actives 0.42% (n = 310,000);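 active means B-score of calcium response area above 5 SD of library B-scores, with initial fluorescence ratio within 5 SD of library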;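 further: B-score of integrated fluorescence ratio over time as area under calcium response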
MrgX1 PAM – allosterically activates human MrgX1 receptor signaling; Q96LB2; MrgX1-HEK293, Fluo-4 calcium flux, FDSS; active compounds read high; B-score at 10 µM; actives 0.63% (n = 310,000); AID 588675;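 active means plate-corrected calcium response at least 3 library SD above typical, normal starting fluorescence, not activating the receptor alone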;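 further: compound read alongside a low EC10 to EC30 dose of BAM8-22 agonist; peak minus trough fluorescence over baseline measured at the second addition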
MrgX1 antagonist – blocks BAM8-22 activation of human MrgX1 receptor | Q96LB2 | MRGX1-HEK293 calcium flux, Fluo-4, BAM8-22 antagonism; active compounds read low | B-score at 10 µM | actives 1.3% (n = 310,000);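 active means calcium-response B-score plate-corrected more than 3 library SD below zero, starting fluorescence within 5 deviations, no agonist response on first addition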;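 further: peak minus trough fluorescence over baseline after final BAM8-22 challenge near maximal dose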
TRPC4 act – TRPC4 (mouse) channel activation; B-score at 10 µM; actives 0.49% (n = 310,000); HEK293 TRPC4beta/mu-opioid, Fluo4 calcium fluorescence; active compounds read high;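 active means B-score above 5 SD of library B-scores, and initial fluorescence ratio not above library mean plus 5 SD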;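 further: positive B-score marks a calcium rise read as TRPC4 activation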
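Incubation: 45 min room-temperature Fluo4 loading, 110 s read / System: HEK293 cells stably co-expressing mouse TRPC4beta and mu-opioid receptor / Signal: Fluo4 fluorescence, kinetic / Control set: buffer (low) and maximal DAMGO (high) / Measure: integrated baseline-normalised fluorescence ratio, converted to per-well B score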
TRPC4 inh – inhibitors of mouse TRPC4 channel. Q9QUQ5. HEK293 TRPC4beta/mu-opioid, DAMGO-evoked Fluo4 calcium flux; active compounds read low. B-score at 10 µM. actives 0.39% (n = 300,000). AID 2247;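 active means B-score over 3 SD under the library average, no early fluorescence shift, positive overall ratio signal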
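Assay system: HEK293 cells with stable TRPC4beta plus mu-opioid receptor expression. Dosing: single dose. Measured by: Fluo4 Ca2+ flux fluorescence. Also added: DAMGO in two steps, submaximal then maximal. Read-out: B score from integrated Fluo4 fluorescence ratio.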
TMEM16A act – activates or potentiates the mouse TMEM16A chloride channel | Q8BHY3 | HEK293 TMEM16A/YFP-H148Q/I152L, iodide quench fluorescence; active compounds read low | B-score at 10 µM | actives 0.3% (n = 340,000) | AID 623877;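 active means fluorescence-ratio B-score plate-corrected deviation score at least 3 library SD below zero, with starting fluorescence score within 5 deviations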;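 further: channel opened by trigger with iodide after compound preincubation; score built on the fluorescence ratio of max minus min over baseline; more negative score means more quench and so TMEM16A activation or potentiation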
RGS4 block – inhibitors of human RGS4. P49798. B-score at 10 µM. HEK293 M3R/RGS4 inducible, Fluo-4 calcium flux; active compounds read high; triggered by carbachol at its EC20. actives 0.45% (n = 310,000);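 active means B-score, a plate-corrected calcium signal, over three deviations above library mean, with baseline fluorescence within five deviations of library mean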;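 further: RGS4 expression induced by doxycycline in cells with stable M3 receptor; B-score is computed from the integrated fluorescence ratio over baseline after carbachol; higher B-score means a larger calcium signal and so more RGS4 inhibition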
TRPC6 inhibitor – inhibitors of mouse TRPC6 channel | Q61143 | HEK293-TRPC6, membrane potential dye, ACh-evoked depolarization; active compounds read low | B-score at 10 µM | actives 1.1% (n = 310,000);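 active means B-score under library mean minus 3 SD, initial fluorescence not abnormally high, positive integrated signal ratio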;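 further: B-score derived from integrated fluorescence ratio over the kinetic read; more negative B-score means stronger inhibition of depolarization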
Target sequence (Q61143 whole entry, looked up): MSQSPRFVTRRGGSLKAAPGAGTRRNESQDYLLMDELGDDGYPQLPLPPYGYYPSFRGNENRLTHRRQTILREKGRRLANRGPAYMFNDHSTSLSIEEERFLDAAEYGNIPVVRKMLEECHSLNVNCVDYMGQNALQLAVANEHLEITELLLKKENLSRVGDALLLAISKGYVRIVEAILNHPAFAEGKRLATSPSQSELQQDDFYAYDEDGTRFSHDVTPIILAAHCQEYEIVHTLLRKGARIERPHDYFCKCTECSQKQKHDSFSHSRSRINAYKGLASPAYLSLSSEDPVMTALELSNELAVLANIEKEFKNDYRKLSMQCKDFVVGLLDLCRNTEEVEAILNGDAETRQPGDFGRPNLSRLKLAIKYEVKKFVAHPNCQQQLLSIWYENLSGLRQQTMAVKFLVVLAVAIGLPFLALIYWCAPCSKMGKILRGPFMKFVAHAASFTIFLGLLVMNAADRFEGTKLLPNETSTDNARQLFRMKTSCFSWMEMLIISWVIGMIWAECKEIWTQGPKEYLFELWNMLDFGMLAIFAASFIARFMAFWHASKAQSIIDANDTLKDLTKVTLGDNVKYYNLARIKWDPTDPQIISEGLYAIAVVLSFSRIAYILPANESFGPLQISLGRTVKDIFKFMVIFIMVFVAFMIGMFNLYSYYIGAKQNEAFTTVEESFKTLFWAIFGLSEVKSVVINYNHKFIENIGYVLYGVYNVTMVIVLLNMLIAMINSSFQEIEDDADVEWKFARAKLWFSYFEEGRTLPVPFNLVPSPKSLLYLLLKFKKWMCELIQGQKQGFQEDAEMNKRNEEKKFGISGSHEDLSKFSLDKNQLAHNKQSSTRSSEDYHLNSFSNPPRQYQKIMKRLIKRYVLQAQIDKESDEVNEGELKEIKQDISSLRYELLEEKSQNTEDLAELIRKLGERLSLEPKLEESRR
TRPC6 activator – activates the mouse TRPC6 cation channel. Q61143. HEK293-TRPC6 membrane potential dye fluorescence; active compounds read high. B-score at 10 µM. actives 0.13% (n = 310,000);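 active means B-score of the integrated fluorescence ratio above library mean plus 3 SD, and starting fluorescence ratio within library mean plus 5 SD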;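 further: higher score means more depolarization so channel activation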
TMEM16A inh – blocks the mouse calcium-activated chloride channel TMEM16A. Q8BHY3. HEK293 TMEM16A/YFP iodide influx fluorescence, ionomycin. normalized B-score (activity score, 25-100; higher = stronger inhibition) at 10 µM. actives 1.2% (n = 310,000). AID 588511;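 active means ratio plate-corrected score three or more library SD toward inhibition, starting fluorescence score within five deviations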;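 further: score derived from kinetic fluorescence span divided by baseline fluorescence per well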
Starred values were filed as active, the others as inactive; i = inactive; / = not tested or not shown.

Sequence of screens – MrgX1 agonist	TRPC4 PAM	MrgX1 PAM	MrgX1 antagonist	TRPC4 act	TRPC4 inh	TMEM16A act	RGS4 block	TRPC6 inhibitor	TRPC6 activator	TMEM16A inh
O=[N+]([O-])c1cc(C(F)(F)F)ccc1Sc1ccc2ccccc2n1
→ i	i	i	i	i	i	i	i	i	i	i
N#Cc1ccc(-c2ccccc2)nc1SCC(=O)c1cc2ccccc2oc1=O
→ i	i	i	i	i	i	i	i	i	i	i
COc1ccc(NC(=S)Nc2cc(C)ccn2)c(OC)c1
→ i	i	i	i	i	i	i	i	i	i	i
CCCn1cc(SCC(=O)Nc2cc(C)on2)c2ccccc21
→ i	i	i	i	i	i	i	i	i	i	i
O=C(CSCc1ccc(Cl)cc1)Nc1ccc(S(=O)(=O)N2CCOCC2)cc1
→ i	i	i	i	i	i	i	i	i	i	i
CC(=O)Nc1ccc(OCc2cccc3ccccc23)cc1
→ i	i	i	i	i	i	i	i	i	i	i
CNC(=O)c1ccc(NC(=O)c2cccc(C(F)(F)F)c2)cc1
→ i	i	i	i	i	i	i	i	i	i	i
CCS(=O)(=O)c1nc(S(=O)(=O)c2ccc(C)cc2)c(NCCCN(C)C)s1
→ i	i	i	i	i	i	i	i	i	i	i
COC(=O)c1ccc(CNC(=O)C2CCC(=O)N(CCN3CCOCC3)C2)cc1 (stereo not given)
→ i	i	i	i	i	i	i	i	i	i	i
CCN1CCN(c2cc(C)c3cc(NC(=S)N(C)Cc4ccccc4)ccc3n2)CC1
→ i	i	i	i	i	i	i	i	i	i	i
CN(C(=O)Cn1cc(C(F)(F)F)ccc1=O)c1c(N)n(Cc2ccccc2)c(=O)[nH]c1=O
→ i	i	i	i	i	i	i	i	i	i	i
CCc1ccc(NC(=O)C2CCCN(S(=O)(=O)c3cccs3)C2)cc1 (stereo not given)
→ i	i	i	i	i	i	i	i	i	i	i
CC(=O)Nc1ccc(S(=O)(=O)Nc2ccc(Cc3ccncc3)cc2)cc1
→ i	i	i	i	i	i	i	i	i	i	i
OCC1(CCc2ccccc2)CCN(Cc2ccc3nsnc3c2)CC1
→ i	i	i	i	i	-7*	i	i	i	i	i
C=CCSc1nnc2c(n1)OC(c1cccnc1)Nc1ccccc1-2 (stereo not given)
→ i	i	i	i	i	i	i	i	i	i	i
Cc1ccc2c(c1)C(c1ccc(F)cc1)N(C(=O)C1CC1)CC(=O)N2 (stereo not given)
→ i	i	i	i	i	i	i	i	i	i	i
CCCCNC(=O)c1ccc2c(c1)ncn2C1CCCC1
→ i	i	i	i	i	i	i	i	i	i	i
CCOC(=O)N1CCN(C(=O)Cc2ccsc2)CC1
→ i	i	i	i	i	i	i	i	i	i	i
CCOc1ccccc1N1CCN(C(=O)Nc2ccc(Cl)c(Cl)c2)CC1
→ i	i	i	i	i	i	/	i	i	i	i
CCCCC(CC)CNC(=O)C1CCCN(S(=O)(=O)c2cnc[nH]2)C1 (stereo not given)
→ i	i	i	i	i	i	i	i	i	i	i
C=CCn1c(-c2ccc(Cl)cc2)c[nH]c1=S
→ i	i	i	i	i	i	i	i	i	i	i
O=C(CC(=O)c1ccccc1)Nc1ccc(Cl)cc1
→ i	i	i	i	i	i	i	i	i	i	i
O=C(Nc1cc(Cl)ccc1-n1cncn1)c1cc(F)c(F)c(F)c1F
→ i	i	i	i	i	i	i	i	i	i	i
O=C(Nc1ccccc1F)c1c[nH]c(=O)[nH]c1=O
→ i	i	i	i	i	i	i	i	i	i	i
CCn1cc(C(=O)NCCCO)c(=O)c2cc(F)c(N3CCN(C)CC3)cc21
→ i	i	i	i	i	i	i	i	i	i	i
CCCc1nc2ccc(NC(=O)NCCC(=O)OCC)cc2c(=O)n1Cc1ccc(Cl)cc1
→ i	i	i	i	i	i	i	i	i	i	i
COc1ccc2cc(/C=N/NC(=O)c3c(Cl)cnn3C)c(Cl)nc2c1
→ i	i	i	i	i	i	i	i	i	i	i
CC(C)[C@H](NS(=O)(=O)c1ccc2c(c1)OCCO2)C(=O)OCC(=O)Nc1ccccc1Cl
→ i	i	i	i	i	i	i	i	i	i	i
CCOc1ccc(Br)cc1S(=O)(=O)NCCN1CCCC1
→ i	i	i	i	i	i	i	i	i	i	i
CCC1C(=O)NCCN1C(=O)c1ccccc1OC1CCN(S(C)(=O)=O)CC1 (stereo not given)
→ i	i	i	i	i	i	i	i	i	i	i
Cc1ccc(C(=O)N/N=C\c2ccc[nH]2)cc1[N+](=O)[O-]
→ i	i	i	i	i	i	i	i	i	i	i
O=C(Nc1ccc(F)cc1)Nc1cccnc1Cl
→ i	i	i	i	i	i	i	i	i	i	i
CN(NC(=O)c1ccco1)c1nc2ccccc2nc1C(F)(F)F
→ i	i	i	i	i	i	i	i	i	i	i
O=C(NC(NCc1cccnc1)C(Cl)(Cl)Cl)c1cccc2ccccc12 (stereo not given)
→ i	i	i	i	i	i	i	i	i	i	i
Nc1c(C(=O)c2ccccc2)sc2nsc(SCCN3CCOCC3)c12
→ i	i	i	i	i	i	i	i	i	i	i
Nc1c(S(=O)(=O)c2cccs2)c2nc3ccccc3nc2n1Cc1cccs1
→ i	i	i	i	i	i	i	i	i	i	i
Cc1ccccc1CCNC(=O)CCn1ccc2cc(S(=O)(=O)N3CCCC3)ccc21
→ i	i	i	i	i	i	i	i	i	i	i
CC(=O)N1CCN(C(=O)COc2ccccc2C(=O)Nc2ccccc2)CC1
→ i	i	i	i	i	i	i	i	i	i	i
COC(=O)C1C2C=CC(C3CC23)C1C(=O)OCC(=O)c1ccccc1 (stereo not given)
→ i	i	i	i	i	i	i	i	i	i	i
C[C@H](NC(=O)NC1CCCc2ccccc21)C(=O)O (stereo not given in full)
→ i	i	i	i	i	i	i	i	i	i	i
CN1C/C(=C/c2cccnc2)C(=O)/C(=C/c2cccnc2)C1
→ i	/	i	i	/	/	i	/	/	/	i
CC(C)n1c(N2CCN(C(=O)Nc3ccc(Cl)cc3)CC2)nc2ccccc21
→ i	i	i	i	i	i	i	i	i	i	i
O=C(N/N=C\c1cc(Br)cs1)c1ccncc1
→ i	i	i	i	i	i	i	i	i	i	i
CCOc1ccc(NC(=O)N(CCC(C)C)C(C)c2ccco2)cc1 (stereo not given)
→ i	i	i	i	i	i	i	i	i	i	i
Cc1cccc(N2CCN(S(=O)(=O)c3ccc4c(c3)n(C)c(=O)c(=O)n4C)CC2C)c1 (stereo not given)
→ i	i	i	i	i	i	i	i	i	i	i
CCN(CC)S(=O)(=O)c1ccc(N2CCOCC2)c(NS(=O)(=O)c2ccc(C(C)C)cc2)c1
→ i	i	i	i	i	i	i	i	i	i	i
CCOc1ccc(S(=O)(=O)N(CC(=O)N2CCc3ccccc32)Cc2ccco2)cc1
→ i	i	i	i	i	i	i	i	i	i	i
O=C(c1cc(-c2ccccc2Cl)nc2ccccc12)N1CCC1
→ i	i	i	i	i	i	i	i	i	i	i
Cc1ccc(CN2C(=O)CNC2=S)cc1
→ i	i	i	i	i	i	i	i	i	i	i
Cc1ncc([N+](=O)[O-])n1Cc1cccc(F)c1
→ i	i	i	i	i	i	i	i	i	i	i
COc1ccc(-c2csc(NC(=O)c3ccccc3F)n2)cc1
→ i	i	i	i	i	i	i	i	i	i	i
COc1ccc(S(=O)(=O)N2CCCCC2)cc1NC(=S)Nc1ccccc1
→ i	i	i	i	i	i	i	i	i	i	i
COc1cccc(/C=N/Nc2nnc(C)n2N)c1O
→ i	i	i	i	i	i	i	i	i	i	i
CCOCC(=O)N1CCCC(C(=O)OCC)C1 (stereo not given)
→ i	i	i	i	i	i	i	i	i	i	i
O=C(N/N=C/c1cccc2nccnc12)c1ccccc1O
→ i	i	i	i	i	i	i	i	i	i	i
COc1ccc(Cc2c[nH]c(=O)[nH]c2=O)cc1
→ i	i	i	i	i	i	i	i	i	i	i
O=C(CSc1nc(O)cc(=O)n1-c1ccccc1)c1ccc(Br)cc1
→ i	i	i	i	i	i	i	i	i	i	i
Cc1ccccc1CN1CCCOCCS1(=O)=O
→ i	i	i	i	i	i	i	i	i	i	i
CCOC(=O)N1CCN(C(=O)CC(C(=O)N2CCc3ccccc32)n2ccnc2)CC1 (stereo not given)
→ i	i	i	i	i	i	i	i	i	i	i
COc1ccc(Cl)c(Cn2c(NCc3ccccn3)nc3c2c(=O)n(C)c(=O)n3C)c1
→ i	i	i	i	i	i	i	i	i	i	i

(further entries)
Sequence of screens – MrgX1 agonist	TRPC4 PAM	MrgX1 PAM	MrgX1 antagonist	TRPC4 act	TRPC4 inh	TMEM16A act	RGS4 block	TRPC6 inhibitor	TRPC6 activator	TMEM16A inh
CCc1ccc(CNC(=O)C2CCCN(S(=O)(=O)N(CC)c3ccccc3)C2)cc1 (stereo not given)
→ i	i	i	i	i	i	i	i	i	i	i
O=c1c(-c2ccccc2)c(O)c2ccccc2n1-c1ccccc1
→ i	i	i	i	i	i	i	i	i	i	i
COc1ccc(N2C(=O)CC(Nc3ccc(N4CCOCC4)cc3)C2=O)c(OC)c1 (stereo not given)
→ i	i	i	i	i	i	i	i	i	i	i
COc1cccc(N2CC(=O)Nc3c(oc4nc(-c5ccccc5)cc(C)c34)C2=O)c1
→ i	i	i	i	i	i	i	i	i	i	i
CCCCN(C(=O)CSc1cc(C)c2ccccc2n1)c1c(N)n(Cc2ccccc2)c(=O)[nH]c1=O
→ i	i	i	i	i	i	i	i	i	i	i
CCCC(CCC(=O)Nc1ccc(C(=O)OCC)cc1)C(=O)O (stereo not given)
→ i	i	i	i	i	i	i	i	i	i	i
COc1cccc(-c2cc(C(=O)Nc3ccncc3)c3ccccc3n2)c1
→ i	i	i	i	i	i	i	i	i	i	i
Cc1ccccc1Sc1ccc([N+](=O)[O-])cn1
→ i	i	i	i	i	i	i	i	i	i	i
CCc1c(C)c(C#N)c2nc3ccccc3n2c1NCCOC
→ i	i	i	i	i	i	i	i	i	i	i
